# UGM FP inh: M. tuberculosis UGM enzyme inhibitors, primary screen, biochemical, fluorescence polarization, single point; inhibition, % at 10 µM; UDP-galactopyranose mutase (Mycobacterium tuberculosis (strain ATCC 25618 / H37Rv)), …; 0.06% of 320,000 active; purified UGM, fluorescence polarization probe displacement; in the data active means inhibition above about 10%, passing the limit was not always enough; inconclusive means no clear call, values can overlap the other calls
# Target sequence (P9WIQ1 whole entry, looked up): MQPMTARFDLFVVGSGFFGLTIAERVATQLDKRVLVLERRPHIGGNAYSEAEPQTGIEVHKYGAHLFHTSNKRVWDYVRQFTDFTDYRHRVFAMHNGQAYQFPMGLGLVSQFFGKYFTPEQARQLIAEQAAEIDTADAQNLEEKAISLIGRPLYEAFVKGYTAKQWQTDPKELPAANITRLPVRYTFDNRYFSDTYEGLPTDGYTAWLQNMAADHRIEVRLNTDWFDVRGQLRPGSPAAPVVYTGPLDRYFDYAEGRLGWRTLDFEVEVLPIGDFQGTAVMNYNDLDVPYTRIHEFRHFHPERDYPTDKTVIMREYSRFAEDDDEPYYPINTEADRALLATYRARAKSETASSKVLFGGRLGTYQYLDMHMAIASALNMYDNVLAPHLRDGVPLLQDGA
# CCHFV vOTU inh: CCHFV vOTU protease inhibitors, primary screen, biochemical, Pep-AMC substrate, fluorescence; inhibition, % at 11.5 µM; 0.55% of 370,000 active; Crimean-Congo hemorrhagic fever virus L polyprotein viral ovarian tumor (vOTU) protease …; further: 0% = vehicle wells with enzyme and 100% = no enzyme wells
# Mtb FBA inh: Mtb FBA enzyme inhibitors, primary screen, biochemical, fluorescence, strain H37Rv | Fructose-bisphosphate aldolase (Mycobacterium tuberculosis (strain ATCC 25618 / H37Rv)), … | purified M. tuberculosis FBA, fluorescence read-out | inhibition, % at 1 µM | 2.3% of 360,000 active | AID 588726, 2011; in the data active means inhibition above about 27%;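 further: 0% = vehicle and 100% = reference inhibitor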
# Target sequence (P9WQA3 whole entry, looked up): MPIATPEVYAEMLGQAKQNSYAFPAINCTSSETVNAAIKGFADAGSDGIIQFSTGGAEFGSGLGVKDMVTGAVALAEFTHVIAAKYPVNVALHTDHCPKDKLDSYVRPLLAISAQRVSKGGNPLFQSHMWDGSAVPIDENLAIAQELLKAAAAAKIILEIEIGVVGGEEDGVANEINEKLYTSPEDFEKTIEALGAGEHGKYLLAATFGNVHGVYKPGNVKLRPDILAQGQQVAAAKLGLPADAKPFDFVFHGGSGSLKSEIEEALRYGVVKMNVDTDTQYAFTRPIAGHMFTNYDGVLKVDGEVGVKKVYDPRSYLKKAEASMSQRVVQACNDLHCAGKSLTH
# FadD28 binding: inhibitors of FadD28 bisubstrate probe binding, primary screen, biochemical, fluorescence polarization, single point. Mycobacterium tuberculosis FadD28 fatty-acid-AMP ligase. inhibition, % at 12.5 µM. 0.22% of 360,000 active; in the data active means inhibition above about 8.5%, passing the limit was not always enough; inconclusive means no clear call, values can overlap the other calls
# GDH-TPI inh: GDH-TPI coupling enzyme inhibitors, primary screen, artefact control for M. tuberculosis FBA inhibitor project, biochemical, absorbance, full deck; GDH-TPI coupled enzyme counterscreen, NADH absorbance; inhibition, % at 4.8 µM; 1.2% of 360,000 active;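 further: 0% = DMSO wells and 100% = wells lacking the enzyme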
# BoNT-A LC inh2: BoNT/A light chain protease inhibitors, primary screen, biochemical, flow cytometry, MLPCN library; AID 588499, 2011; Botulinum neurotoxin type A light chain protease (Clostridium botulinum A str. ATCC 3502); multiplex microsphere protease substrate cleavage; inhibition, % at 10 µM; 0.17% of 360,000 active; in the data active means inhibition above about 30%; inconclusive means no clear call, values can overlap the other calls; further: plate controls were buffer without enzyme for full effect and enzyme alone for no effect
# PrPC TRFRET: inhibitors of human cell surface prion protein PrPC, primary screen, cell-based, TR-FRET. AID 720596, 2013. inhibition, % at 13.8 µM. TR-FRET read-out. 0.43% of 370,000 active. Major prion protein (Homo sapiens), P04156; in the data active means inhibition above about 24%; further: 0% = median of the test wells and 100% = reference compound wells
# BoNT-F LC inh: BoNT/F light chain protease inhibitors, primary screen, biochemical, flow cytometry, MLPCN library | 0.22% of 360,000 active | Multiplex microsphere protease cleavage assay | inhibition, % at 10 µM | AID 588497, 2011; in the data active means inhibition above about 35%, passing the limit was not always enough; inconclusive means no clear call, values can overlap the other calls; further: plate controls were buffer without enzyme for full effect and enzyme alone for no effect
# BioA inh: M. tuberculosis BioA enzyme inhibitors, primary screen, biochemical, plate reader, single point, HTS; 7,8-diaminopelargonic acid synthase BioA (Mycobacterium tuberculosis); purified M. tuberculosis BioA enzyme; inhibition, % at 9.99 µM; 0.096% of 360,000 active; AID 602481, 2012; in the data active means inhibition above about 40%; inconclusive means no clear call, values can overlap the other calls
# * = called active by the depositor; u = inconclusive; x = no result given; & = joins results of further samples. Unless noted, no stated cut-off is given here; in the data, active means inhibition above about 30%; inactive means the rest.
smiles	Mtb FBA inh	BioA inh	BoNT-A LC inh2	FadD28 binding	CCHFV vOTU inh	PrPC TRFRET	GDH-TPI inh	UGM FP inh	BoNT-F LC inh
C[C@H](CO)N1C[C@H](C)[C@@H](CN(C)C(=O)Nc2ccccc2)Oc2ccc(NC(=O)Cc3ccccc3)cc2C1=O	-2.4	0.2&14.1	-0.3	-5.4	-3.5	1.6	4.9	-2.1	-0.9
O=C(/C=C/c1ccc(Cl)cc1)NCCc1ccccc1	-1.2	0.3	0.3	-1.8	10.5	5.1	0.0	-4.7	5.8
CCOc1ccc(-c2noc(=O)[nH]2)cc1	-2.1	-0.6	0.4	-1.3	-1.6	-0.3	0.0	2.5	-14.3
O=C(N/N=C/c1ccc(Cl)cc1)C1CC12CCC2 (stereo not drawn)	0.0	1.0	-0.4	-1.7	-8.6	4.1	-6.0	3.5	-7.9
C=CCNCCCOc1ccc(C(C)(C)c2ccccc2)cc1	0.1	-0.8	-0.8	-3.2	11.7	4.6	-2.2	1.1	-18.3
O=C(COc1ccccc1)Nc1ccc(-c2nnc(-c3ccco3)o2)cc1	35.7*	0.0	0.1	-0.3	-12.1	2.8	3.4	-1.2	6.1
CN(Cc1ccccc1)C(=O)COC(=O)/C=C/c1ccc2c(c1)OCO2	16.9	-0.8	-0.7	-0.7	-14.2	0.3	35.0*	0.7	-11.6
COCCOC(=O)c1[nH]c2c(c1C)C(=O)CC(c1cc(OC)c(OC)c(OC)c1)C2 (stereo not drawn)	1.9	x	3.5	-1.4	-9.5	5.7	-3.2	-3.9	u
CCCCCCCCN1C(=O)[C@H](CC(=O)NCC2CCCCC2)C[C@@]2(C(=O)OC)CCCCC=C12	x	x	0.2	x	11.3	1.2	x	x	-6.1
O=C1CC(NS(=O)(=O)c2cccnc2)CN1c1ccccc1 (stereo not drawn)	2.7	-5.7	-2.8	0.2	-6.7	-2.1	9.3	-2.4	-6.9
COc1ccc(N2CCN(C(c3ccccc3OC)c3nnnn3Cc3ccco3)CC2)cc1 (stereo not drawn)	-0.9	-1.0	-2.7	2.0	-3.0	4.7	-0.9	-0.3	-15.0
COc1ccccc1N1CC(C(=O)OCc2nc(N)nc(Nc3ccccc3)n2)CC1=O (stereo not drawn)	1.8	0.2	-0.8	-1.2	3.3	-4.1	2.7	-1.6	-11.5
CC(C)(C)NC(=O)COc1ccc2oc3c(c2c1)CCCC3	-1.0	-0.6	3.4	-2.1	23.6	1.4	14.9	2.9	5.6
Cc1cnc(NC(=O)COc2cccc3c2OC(C)(C)C3)s1	1.4	0.6	-0.7	0.7	10.8	-1.5	-0.8	0.3	-14.2
CC(=C1C(=O)c2ccccc2C1=O)N1CCc2ccccc2C1	1.4	6.1	0.0	0.1	6.1	2.3	15.1	-1.1	1.4
COc1ccc(C(=O)C[n+]2ccc3c(c2)nc(-c2ccc(OC)cc2OC)n3C)cc1	-0.9	6.7	0.4	-4.2	-9.4	4.8	9.1	0.5	2.9
Cc1ccc2c(c1)N(Cc1ccncc1)C(=O)C(C)O2 (stereo not drawn)	3.2	-4.9	1.5	-1.1	-23.9	-5.7	9.9	-0.4	1.6
c1coc(-c2cc3nc(NC4CCCCC4)ccn3n2)c1	23.9	0.2	-0.4	-5.0	4.1	7.1	-1.8	x	-10.7
NS(=O)(=O)c1ccc(CNC(=O)/C=C/c2ccc(S(=O)(=O)N3CCOCC3)cc2)cc1	1.8	-2.5	-0.4	-0.1	-0.3	-3.7	16.9	2.2	-2.0
CCOC(=O)[C@H]1NN=C(C(=O)OC)[C@@H]1c1ccccc1	4.9	x	-2.8	-0.9	-5.3	1.8	1.1	1.2	-17.7

# No new results follow: an excerpt of the list.
smiles	Mtb FBA inh	BioA inh	BoNT-A LC inh2	FadD28 binding	CCHFV vOTU inh	PrPC TRFRET	GDH-TPI inh	UGM FP inh	BoNT-F LC inh
NS(=O)(=O)c1ccc(CNC(=O)/C=C/c2ccc(S(=O)(=O)N3CCOCC3)cc2)cc1	1.8	-2.5	-0.4	-0.1	-0.3	-3.7	16.9	2.2	-2.0
CCOC(=O)[C@H]1NN=C(C(=O)OC)[C@@H]1c1ccccc1	4.9	x	-2.8	-0.9	-5.3	1.8	1.1	1.2	-17.7

# Whole records as entered above.
# `COc1ccc(C(=O)C[n+]2ccc3c(c2)nc(-c2ccc(OC)cc2OC)n3C)cc1` is listed with Mtb FBA inh = -0.9; BioA inh = 6.7; BoNT-A LC inh2 = 0.4; FadD28 binding = -4.2; CCHFV vOTU inh = -9.4; PrPC TRFRET = 4.8; GDH-TPI inh = 9.1; UGM FP inh = 0.5; BoNT-F LC inh = 2.9
# `O=C(/C=C/c1ccc(Cl)cc1)NCCc1ccccc1` is listed with Mtb FBA inh = -1.2; BioA inh = 0.3; BoNT-A LC inh2 = 0.3; FadD28 binding = -1.8; CCHFV vOTU inh = 10.5; PrPC TRFRET = 5.1; GDH-TPI inh = 0.0; UGM FP inh = -4.7; BoNT-F LC inh = 5.8

# Next records:
smiles	Mtb FBA inh	BioA inh	BoNT-A LC inh2	FadD28 binding	CCHFV vOTU inh	PrPC TRFRET	GDH-TPI inh	UGM FP inh	BoNT-F LC inh
NN1C(=O)c2cccc3c(C(=O)O)ccc(c23)C1=O	-2.6	x	-1.1	-1.6	21.6	-32.7	27.0	0.3	-7.5
O=C(c1ccc(CS(=O)(=O)c2ccc(Br)cc2)o1)N1CCOCC1	7.7	-0.4	-0.4	-1.6	0.7	-3.4	13.0	0.7	-1.5
CCOC(=O)N1CCN(CC(O)COc2ccccc2C(C)CC)CC1 (stereo not drawn)	-1.0	-0.2	-0.1	-4.2	0.6	2.1	-2.5	1.1	-1.6
CCN(CC)S(=O)(=O)c1ccc(C(=O)Nc2ccc3c(c2)OCO3)cc1	0.1	x	-0.4	0.7	-3.2	18.7	0.6	0.7	-5.1
Cc1ccc(S(=O)(=O)N2CCCC2CNC(=O)C(=O)NC2CC2)cc1 (stereo not drawn)	4.8	-0.8	2.1	-2.0	-1.0	-4.4	-1.4	2.2	17.9
CCOC(=O)C1CCN(Cc2ccc(N(C)C)cc2)CC1	1.9	1.4	0.8	-3.0	-2.4	-6.1	-7.0	-0.9	2.7
O=C(Cc1csc(NC(=O)Nc2ccc(Cl)cc2)n1)NC1CCCC1	0.7	-1.8	x	-0.6	2.3	14.6	-0.7	-1.0	x
Cc1nnc(Sc2cc(C(=O)NCCCOC(C)C)c3ccccc3n2)s1	1.7	-0.5	0.3	-2.6	-12.7	2.0	7.2	-1.5	2.1
O=C(CN1C(=O)NC2(CCCC2)C1=O)NCCc1ccccc1	-1.2	-2.6	-0.6	-2.0	5.4	-4.8	3.0	0.2	1.0
Cc1ccc(N(C)S(=O)(=O)c2cc(-c3cnc(C4CC4)o3)ccc2C)cc1	-0.6	-0.4	-0.7	0.9	17.1	-7.4	-9.5	0.0	-3.7
O=C(CSc1nnc(-c2ccco2)o1)N1c2ccccc2CCc2ccccc21	-3.0	x	0.6	-3.4	5.7	2.6	-4.1	-0.5	0.7
O=C(COC(=O)c1ccco1)NCC1CCCO1 (stereo not drawn)	4.0	-0.8	0.9	0.0	10.7	-1.4	-7.9	1.6	3.0
Cc1ccc(-n2ccnc(SCC(=O)NC3CCCCC3)c2=O)cc1F	0.6	-2.3	x	0.7	-8.5	-7.4	5.3	x	x
Cc1ccc(C)c(OCCC(=O)OCC(=O)c2ccc3c(c2)NC(=O)CO3)c1	4.0	0.5	-0.5	-1.6	3.9	3.4	13.6	-1.3	0.8
Cc1noc(C)c1C(=O)OC(C)C(=O)Nc1ccc2c(c1)OCO2 (stereo not drawn)	2.1	0.9	0.0	-1.0	-2.0	2.0	-7.3	1.4	-10.6
O=C(Nc1cc(=O)[nH]c2ncnn12)c1ccc(Cl)cc1Cl	-0.6	-8.3	0.3	-1.8	6.7	-0.9	7.6	3.7	-9.7
COc1ccc(OC)c(-c2csc(NC(=O)CN3C(=O)NC4(CCCC4)C3=O)n2)c1	0.4	x	1.4	0.9	-2.7	10.3	-0.7	-1.8	8.5
CCCC1=[N+](CC(=O)c2ccc(Br)cc2)CCn2cccc21	7.4	-0.6	x	0.1	-1.8	3.8	25.5	-1.2	x
Cc1ccc(OCC(=O)Nc2cccc3c2CCCC3)cc1C	2.7	-2.6	0.2	0.5	7.8	6.4	2.3	-0.3	6.4
COc1cccc(C(=O)Nc2ccc(S(=O)(=O)Nc3cc(C)nc(C)n3)cc2)c1	-2.3	x	0.5	-2.1	13.3	-0.7	1.2	-1.2	0.0
COc1ccc(CCC(=O)Nc2nccs2)cc1OC	0.8	-1.4	1.0	-3.0	-6.7	-0.4	-7.6	-3.1	-8.5
CC(=O)N1CCN=C1SCc1ccc(Br)cc1	0.6	-1.1	-0.5	-2.4	9.5	6.0	-9.1	0.0	-7.2
Clc1ccc(C2=CSC3=NCCN23)c(Cl)c1	3.3	x	x	-3.2	-10.9	-8.6	6.3	-1.5	x
CC1(C)Oc2cc3oc(C(=O)O)cc(=O)c3cc2-c2ccccc21	94.7*	0.7	0.1	-7.6	-89.8	5.5	18.6	x	-3.9
Cc1ccc(-c2cc3nc(-c4ccc(Br)cc4)cc(N)n3n2)cc1	11.8	-1.3	-0.3	-1.6	5.8	8.4	14.8	-0.6	7.9
CCCOc1ccc2c3c(c(=O)oc2c1)CCCC3	60.0*	2.6	0.0	-1.6	-13.3	-2.3	3.0	2.2	-1.4
Cc1nc2c(C#N)cnn2c2c1CCNN2C	2.6	-0.5	-1.5	-2.1	9.1	2.5	13.4	1.0	-9.5
Cc1[nH]c2ccccc2c(=O)c1CN(C)Cc1ccccc1	2.0	4.1	0.2	0.9	3.1	-13.5	11.8	1.1	4.8
CN1N=C(c2ccc(F)c(F)c2)CSC1=NCc1ccccc1	1.2	x	-0.8	0.2	-4.9	-2.0	0.3	-0.7	-2.2
COc1ccc(C)cc1NC(=O)C(OC(=O)CNC(=O)c1cc(C)cc(C)c1)c1ccccc1 (stereo not drawn)	-1.0	x	-0.6	-1.2	4.3	7.8	-3.6	-1.6	-0.3
O=C(c1ccccc1)[C@@H]1[C@@H]2C(=O)N(c3ccc(F)cc3)C(=O)[C@@H]2C2CCCN21 (stereo partly drawn)	2.0	x	0.2	-3.7	-0.2	2.4	-0.8	-1.4	-5.2
CCn1c(SCc2nc3ccccc3c(=O)[nH]2)nc2ccccc2c1=O	-1.1	-4.8	-0.6	-1.5	-5.5	8.3	14.9	1.1	-3.8
COc1ccccc1-c1csc(-n2ncc(C#N)c2N)n1	-1.4	1.5	0.2	-2.5	9.8	9.1	-8.4	3.1	-0.9
CCN1CCN(CC(=O)Nc2cc3c(cc2C(C)=O)OCO3)CC1	4.0	-0.3	-0.1	-3.0	-1.6	-5.2	2.5	2.9	1.7
CCN(C(=O)COC(=O)c1cnc(C)cn1)C1CCS(=O)(=O)C1 (stereo not drawn)	3.8	-1.7	u	-0.1	-2.4	-5.4	5.6	-0.8	u
O=C1CS/C(=N\NC(=O)c2ccccc2)N1	0.6	0.4	x	-1.3	13.4	-3.1	3.8	-1.0	x
CCCn1c(SCC(=O)Nc2ccc3c(c2)OCO3)nc2c1c(=O)n(C)c(=O)n2C	0.0	2.5	3.9	0.5	1.5	-0.6	4.8	3.7	5.0
Cc1cc(/C=C(\C#N)C(=O)O)c(C)n1CCC(C)C	3.0	-0.4	0.1	-2.6	29.7*	-3.1	22.7	-3.0	-1.5
